USP7 inh: inhibitors of human USP7 deubiquitinase; inhibition, % at 20 µM; 47,000 compounds, 0.3% hits; purified USP7, Ub-rhodamine cleavage fluorescence
USP17 block: inhibitors of human USP17 deubiquitinase; purified USP17, Ub-rhodamine cleavage fluorescence, 3 h; inhibition, % at 50 µM; 47,000 compounds, 6.5% hits; AID 1645855, 2021
USP28 inh: inhibitors of human USP28 deubiquitinase; purified USP28, Ub-rhodamine cleavage fluorescence, 30 min; inhibition, % at 25 µM; 47,000 compounds, 3% hits
UCHL1 block: inhibitors of human UCHL1 deubiquitinase; Ubiquitin carboxyl-terminal hydrolase isozyme L1 (Homo sapiens), P09936; purified UCHL1, Ub-rhodamine cleavage fluorescence; inhibition, % at 20 µM; 47,000 compounds, 0.2% hits
Target sequence (P09936 whole entry, looked up): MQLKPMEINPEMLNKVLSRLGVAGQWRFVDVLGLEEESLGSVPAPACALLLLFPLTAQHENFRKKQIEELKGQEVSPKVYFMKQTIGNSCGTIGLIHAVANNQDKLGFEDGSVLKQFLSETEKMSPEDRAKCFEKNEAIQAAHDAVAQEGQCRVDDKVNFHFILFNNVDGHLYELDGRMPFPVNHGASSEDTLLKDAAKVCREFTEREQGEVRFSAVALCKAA
OTUD3 inh: inhibitors of human OTUD3 deubiquitinase | inhibition, % at 25 µM | OTU domain-containing protein 3 (Homo sapiens), Q5T2D3 | purified OTUD3, Ub-rhodamine fluorescence, 2 h | 47,000 compounds, 0.7% hits
USP10 inh: inhibitors of human USP10 deubiquitinase; inhibition, % at 20 µM; Ubiquitin carboxyl-terminal hydrolase 10 (Homo sapiens), Q14694; 47,000 compounds, 1.1% hits; purified USP10, Ub-rhodamine fluorescence, 60 min
Target sequence (Q14694 whole entry, looked up): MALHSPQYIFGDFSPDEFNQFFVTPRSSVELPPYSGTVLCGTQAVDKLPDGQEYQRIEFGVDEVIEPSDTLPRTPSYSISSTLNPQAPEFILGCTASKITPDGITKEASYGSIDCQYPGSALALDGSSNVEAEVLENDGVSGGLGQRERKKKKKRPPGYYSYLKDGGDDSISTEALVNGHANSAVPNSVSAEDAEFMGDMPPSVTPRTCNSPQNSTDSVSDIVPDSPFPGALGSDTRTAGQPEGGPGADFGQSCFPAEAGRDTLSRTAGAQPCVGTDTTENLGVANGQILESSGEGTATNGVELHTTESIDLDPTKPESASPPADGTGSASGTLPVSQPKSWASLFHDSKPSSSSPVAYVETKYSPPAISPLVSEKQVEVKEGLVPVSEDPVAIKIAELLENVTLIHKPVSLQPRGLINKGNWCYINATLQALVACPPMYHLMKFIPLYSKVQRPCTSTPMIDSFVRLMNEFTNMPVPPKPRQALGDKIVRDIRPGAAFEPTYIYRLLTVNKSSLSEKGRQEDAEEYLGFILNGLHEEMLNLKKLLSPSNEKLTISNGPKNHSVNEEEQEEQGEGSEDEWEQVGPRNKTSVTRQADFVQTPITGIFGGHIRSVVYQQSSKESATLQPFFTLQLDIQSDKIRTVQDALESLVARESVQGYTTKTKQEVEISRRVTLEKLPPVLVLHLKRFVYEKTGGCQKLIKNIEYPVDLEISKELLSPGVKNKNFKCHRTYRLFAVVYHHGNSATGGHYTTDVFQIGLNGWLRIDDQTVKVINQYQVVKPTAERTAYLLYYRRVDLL
USP8 inh: inhibitors of human USP8 deubiquitinase; Ubiquitin carboxyl-terminal hydrolase 8 (Homo sapiens), P40818; purified USP8, Ub-rhodamine cleavage fluorescence, 30 min; inhibition, % at 20 µM; 47,000 compounds, 4.2% hits
USP30 inh: inhibitors of human USP30 deubiquitinase; inhibition, % at 25 µM; 47,000 compounds, 5.3% hits; purified USP30, Ub-rhodamine cleavage fluorescence
An asterisk follows results filed as active; i = inactive; · = no result given. Rule as the data show it: active = inhibition above about 30%; inactive = the rest.

item	compound	USP7 inh	USP17 block	USP28 inh	UCHL1 block
1	CN1CCc2c(sc3c2c(NCc2cccnc2)nc2nnnn23)C1	-13	-8	-36	-23
2	O=C(c1ccccc1F)N(Cc1cccc(F)c1)C1CCS(=O)(=O)C1 (stereo not drawn)	2	9	14	2
3	CC(C)N(Cc1nnc(-c2ccccc2)o1)C(=O)c1cccc(C#N)c1	-1	-6	-7	-6
4	CC1CCN(C(=O)CN2CCC3(CCC2=O)NC(=O)c2ccccc2N3)CC1 (stereo not drawn)	1	0	2	-3
5	CNc1nc(C2CCCN2C(=O)CCN2CCCCC2)cn2cccc12 (stereo not drawn)	-77	-164	-172	-72
6	Cc1ccc2c(c1)c(=O)cc(C(F)(F)F)n2C[C@H]1CCCN1C(=O)C(C)(C)C	3	1	2	2
7	CCc1nc(CN2C(=O)COc3cc(S(=O)(=O)N4CCCC4)c(Cl)cc32)no1	2	0	-9	1
8	Cc1cccc(NC(=O)N2CCC(CC(=O)N3CCCCC3)CC2)c1	-8	-27	6	0
9	Cc1cc(=O)n(CC(=O)NCc2ccc(F)cc2F)c(N2CCOCC2)n1	-33	4	-6	0
10	C[C@@H]1C/C=C/C(=O)O[C@H](C)C[C@@H](O)[C@H](O)/C=C/C(=O)O1	8	1	-1	-1
11	Cc1ccccc1CSc1nc(-c2ccco2)nc2c1c(=O)n(C)c(=O)n2C	-1	0	-4	-2
12	CC(C)NC(=O)[C@H]1C[C@@H]2CN(S(=O)(=O)c3ccccc3)C[C@H]1O2	0	4	-1	1

item	OTUD3 inh	USP10 inh	USP8 inh	USP30 inh
1	-44	-3	39*	-198
2	14	1	15	27
3	-3	-9	4	-15
4	0	2	3	0
5	-170	-6	-13	i
6	4	5	-1	2
7	-5	1	-1	-1
8	5	-5	8	16
9	-3	-1	8	-34
10	5	6	5	8
11	1	-2	1	-14
12	2	-1	-1	2

Additional results follow:
item	compound	USP7 inh	USP17 block	USP28 inh	UCHL1 block
13	COc1ccc([C@H]2C[C@@H](O)[C@@H](O)[C@@H]2NC(=O)c2c(C)noc2C)cc1	-3	7	-8	0
14	Cc1cccc(C)c1NC(=O)C(C)n1cnc2nc3c(cc2c1=O)CCCC3 (stereo not drawn)	-7	-15	-13	-5
15	CC(=O)Nc1ccc(C(=O)NC2CCN(c3cc(-c4ccc(F)cc4)[nH]n3)C2)cc1 (stereo not drawn)	0	2	-3	0
16	O=C(Nc1cnc(N2CCCCC2)nc1)c1cc(F)cc(F)c1	-75	-20	0	0
17	COCCn1cnc2c1c(=O)n(CC(=O)NCc1ccc(F)cc1)c(=O)n2Cc1ccccc1	-14	25	4	1
18	COCC(=O)N1CCCn2cc(-c3ccccc3F)nc21	2	0	5	0
19	COc1ccccc1Cc1nc(-c2nnn(-c3ccccc3)c2C)no1	-2	5	20	0
20	CC1CCCN(C(=O)c2cn(-c3ccc(S(=O)(=O)N4CCCC(C)C4)cn3)cn2)C1 (stereo not drawn)	7	6	10	3
21	COc1cc(OC)cc(C(=O)OCC(=O)N2CCCC2)c1	4	12	12	1
22	COc1ccc(NC(=O)CCCSc2nc3ccccc3[nH]2)cc1OC	3	-2	6	0
23	Nc1ncnc2c([C@@H]3O[C@H](CO)C(O)C3O)[nH]nc12 (stereo partly drawn)	-1	0	-4	-2
24	NC[C@H]1O[C@H](O[C@H]2[C@H](O)[C@@H](O[C@H]3O[C@H](CO)[C@@H](O)[C@H](N)[C@H]3O)[C@H](N)C[C@@H]2N)[C@H](N)C[C@@H]1O	8	10	-5	3

item	OTUD3 inh	USP10 inh	USP8 inh	USP30 inh
13	-4	0	2	8
14	-16	-5	-2	-36
15	-3	1	-80	-3
16	-18	-1	1	-22
17	10	-4	7	11
18	4	0	5	5
19	0	0	11	0
20	11	1	11	38*
21	14	3	2	27
22	0	-3	1	-8
23	-5	-2	2	5
24	0	2	-3	-7

Going on with the list:
item	compound	USP7 inh	USP17 block	USP28 inh	UCHL1 block
25	O=C(c1cccnc1)N1CCCC(c2[nH]nc3nccnc23)C1 (stereo not drawn)	0	-1	-3	-4
26	CCOC(=O)[C@@H]1[C@H](c2ccccc2)[C@@H](N)[C@H]2CCCCN21	-4	3	4	0
27	O=C(NCCc1nc2ccccc2n1CCOc1ccccc1Cl)C1CCCCC1	22	64*	30*	2
28	COc1ccc(-c2nc3c(c(=O)c4ccccc4n3C)c(=O)n2CC(C)C)cc1	11	34*	12	2
29	CC(C)CNC(=O)[C@H]1C[C@@H]2CN(C(=O)NCCc3ccccc3)C[C@H]1O2	2	-21	4	1
30	CCOc1ccc(-n2c(C)c3c(C)nn4cc(-c5ccccc5)cc4c3c2C)cc1	10	31*	9	0
31	Cc1ccc2occ(CC(=O)Nc3ccc(S(=O)(=O)N4CCCCC4)cc3)c2c1	0	-6	0	-4
32	COc1ccc(C(C)=O)cc1Cn1c(=O)c2c(ncn2C2CCCC2)n(Cc2ccccc2)c1=O	-142	-1	-8	3
33	Cc1nc(N2CCOCC2)c2c(C(=O)Nc3ccccc3)c(C)oc2n1	-3	0	-12	-1
34	CC(C)CCSc1ncnc2c1sc1nc(C(C)C)c3c(c12)CCC3	2	-1	-1	0
35	O=C(Cc1ccccc1)N1CC[C@@H]2CN(Cc3ccccc3)S(=O)(=O)[C@@H]2CC1	-1	-17	-1	0
36	O=C(Nc1nccn(-c2ccc(Br)cc2)c1=O)c1ccccn1	-6	8	0	-6

item	OTUD3 inh	USP10 inh	USP8 inh	USP30 inh
25	-6	-2	0	11
26	7	-1	4	0
27	25	38*	83*	55*
28	8	9	12	28
29	10	1	-173	9
30	11	9	29	32*
31	-7	-1	2	-72
32	-9	0	-7	-26
33	-4	3	-3	-6
34	-2	1	4	0
35	-4	1	-28	11
36	2	-2	-28	7

(next part)
item	compound	USP7 inh	USP17 block	USP28 inh	UCHL1 block
37	COC(=O)C1CCN(C(=O)CC(NC(=O)C(F)(F)F)c2cccs2)CC1 (stereo not drawn)	4	17	6	1
38	O=C(Cc1ccc(F)cc1)NCCc1csc(-c2ccccc2)n1	-16	6	1	0
39	Cc1ccc2[nH]cc(C(C(=O)O)N3CCN(c4ccc(C(F)(F)F)cn4)CC3)c2c1 (stereo not drawn)	-28	-5	-5	-2
40	O=C(c1cscn1)N1CCC2(CN(Cc3ccc[nH]3)C2)C1	-9	-49	-61	-11
41	N#Cc1ccc(Sc2ccccc2)c(NC(=O)c2ccc(F)cc2)c1	-39	18	20	7
42	O=C(CN1C(=O)C(C(=O)N2CCCCC2)Sc2ccccc21)N1CCCCC1 (stereo not drawn)	-2	1	2	0
43	Cc1cc(NC(=O)Cn2c(C)cc(-c3nnc(C4CC4)o3)c2C)ccc1F	-2	35*	30	1
44	CC(C)NC(=O)N1CCC(c2nnc3ccc(C(=O)N4CCN(C)CC4)cn23)C1 (stereo not drawn)	4	-5	-5	-1
45	Cc1cccc(CNC(=O)c2cccc(-c3cnc(N4CCCC4)nc3)c2)c1	1	-3	-7	1
46	Cc1cc(CN2CCCC(Cc3nccnc3N)C2)no1 (stereo not drawn)	0	-20	-19	-4
47	COc1ccc(N=c2oc3cc(O)ccc3cc2C(=O)NCC2CCCO2)cc1OC (stereo not drawn)	-1	-47	-9	2
48	CSc1nc2nc(C)c(C/C=C/c3ccccc3)c(=O)n2[nH]1	1	·	14	0

item	OTUD3 inh	USP10 inh	USP8 inh	USP30 inh
37	5	0	12	17
38	6	0	1	-21
39	-5	4	0	-6
40	-37	-7	-6	-201
41	21	1	24	31*
42	2	-3	6	7
43	1	-2	0	44*
44	-6	0	0	-1
45	0	6	-3	7
46	-12	-8	-29	-35
47	-21	-4	-3	-75
48	25	10	22	40*

(list continues)
item	compound	USP7 inh	USP17 block	USP28 inh	UCHL1 block
49	CCc1oc2cc(O)ccc2c(=O)c1-c1ccc2c(c1)OCCO2	-17	-12	36*	-3
50	COc1ccc(-c2cc3c(=O)n(CC(=O)NCCC(C)C)nc(C)n3n2)cc1	10	3	7	5
51	Cc1noc([C@@H]2C[C@H]3CN(S(=O)(=O)c4ccccc4C)C[C@H]3O2)n1	1	-11	-4	0
52	CC1(c2ccc3ccccc3c2)NC(=O)N(CC(=O)Nc2ccc3[nH]c(=O)[nH]c3c2)C1=O (stereo not drawn)	-5	-47	-85	1
53	O=c1[nH]c2c(cnn2Cc2ccccc2)c(O)c1-c1nc(-c2cccc(F)c2)no1	3	-2	-6	0
54	Cc1ccc(-c2ccc(N3CCOCC3)nn2)cc1S(=O)(=O)N1CCCC1	5	5	9	3
55	O=C(CCc1nc2ccccc2[nH]1)N1CCOC(c2ccncc2)C1 (stereo not drawn)	1	-4	-5	0
56	O=C(NC1CC1)c1nc(-c2cccc3[nH]ccc23)no1	-2	-8	-6	0
57	O=C(CCc1nnc2n(Cc3ccccc3)c(=O)c3ccccc3n12)N1CCN(c2ccccn2)CC1	-3	35*	26	5
58	O=C(Nc1ccccc1)Nc1nnc2cccc(Cl)n12	2	-6	-10	-2
59	NC(=O)C[n+]1ccn2c(Nc3ccccc3)c(-c3ccccc3O)nc2c1	-91	16	-6	4
60	CCOCCCNc1ncnc2c1sc1nc(N3CCOCC3)c3c(c12)CC(C)(C)OC3	7	-1	-7	4

item	OTUD3 inh	USP10 inh	USP8 inh	USP30 inh
49	2	3	6	5
50	10	1	2	25
51	-2	0	-2	-5
52	-65	-7	4	-386
53	-1	-2	3	-4
54	13	-1	20	13
55	0	2	-6	-14
56	-8	0	-21	-8
57	21	3	17	60*
58	-7	-3	-17	-22
59	-7	-1	73*	-65
60	-1	-2	-7	0

More results:
item	compound	USP7 inh	USP17 block	USP28 inh	UCHL1 block
61	COc1ccc(CN(C(=O)C2Cc3ccccc3O2)C2CC2)cc1 (stereo not drawn)	-1	15	0	-3
62	Cc1ccc(Cn2ccc(NC(=O)c3cc(-c4ccco4)on3)n2)cc1	-80	30*	-86	-21
63	Cc1cccc(S(=O)(=O)N2CCCn3c(CN4CCCCC4)nnc3C2)c1	8	-12	-8	-1
64	O=C(CCc1ccccc1F)N1CCCC(c2[nH]nc3nccnc23)C1 (stereo not drawn)	-2	0	0	-4
65	O=C(C1CCC1)N1CCn2ncnc2C1	6	27	13	1
66	CC1(c2ccccc2Cl)NC(=O)N(CC(=O)Nc2ccccc2F)C1=O (stereo not drawn)	-5	-17	-10	-5
67	Oc1ccc(-c2nc3c4cnn(-c5cccc(Cl)c5)c4ncn3n2)cc1	0	28	·	0
68	Cc1nn(C)c(C)c1CCN(C)S(=O)(=O)c1ccccc1	1	-2	-5	0
69	O=C(O)c1ccc2c(=O)nc3c(-c4cccc(F)c4)n[nH]n3c2c1	7	-10	1	0
70	Cc1cc(-c2nccn2C)nc(CC2CCN(C(=O)c3cccnc3)CC2)n1	3	0	-5	1
71	CCN(CC)CCN1C(=O)C(O)=C(C(=O)c2cc3ccccc3o2)C1c1cccs1 (stereo not drawn)	-1	-1	-14	-1
72	CCOc1cc(CNC(=O)C2CCCN(c3nc4ccc(C)cc4[nH]3)C2)ccc1OC (stereo not drawn)	3	3	-2	3

item	OTUD3 inh	USP10 inh	USP8 inh	USP30 inh
61	4	-4	15	-8
62	5	-3	-60	-266
63	-9	1	-17	-7
64	-1	-1	-5	3
65	12	2	15	26
66	-10	-2	-2	-8
67	2	-1	-1	·
68	2	-1	-2	0
69	0	3	1	0
70	2	-3	-2	-1
71	-4	0	-13	-21
72	0	-1	13	2

(listing goes on)
item	compound	USP7 inh	USP17 block	USP28 inh	UCHL1 block
73	O=C(COc1nsnc1N1CCOCC1)Nc1ccc(F)cc1F	1	3	-17	0
74	Cc1ccc2ncc(S(=O)(=O)c3ccccc3)c(N3CCCCCC3)c2c1	8	0	-6	5
75	O=C(CCc1ccccc1)Nc1nnc(C2CC(=O)N(c3ccc(F)cc3)C2)o1 (stereo not drawn)	0	-3	6	1
76	Cc1ccc(S(=O)(=O)N2CCCCCC2c2sccc2C)cc1 (stereo not drawn)	4	2	-2	1

item	OTUD3 inh	USP10 inh	USP8 inh	USP30 inh
73	-6	3	-6	-1
74	-6	7	6	-9
75	4	0	-126	13
76	10	4	0	-3

Pulled by structure from the entries so far (six):
item	compound	USP7 inh	USP17 block	USP28 inh	UCHL1 block
10	C[C@@H]1C/C=C/C(=O)O[C@H](C)C[C@@H](O)[C@H](O)/C=C/C(=O)O1	8	1	-1	-1
6	Cc1ccc2c(c1)c(=O)cc(C(F)(F)F)n2C[C@H]1CCCN1C(=O)C(C)(C)C	3	1	2	2
41	N#Cc1ccc(Sc2ccccc2)c(NC(=O)c2ccc(F)cc2)c1	-39	18	20	7
9	Cc1cc(=O)n(CC(=O)NCc2ccc(F)cc2F)c(N2CCOCC2)n1	-33	4	-6	0
52	CC1(c2ccc3ccccc3c2)NC(=O)N(CC(=O)Nc2ccc3[nH]c(=O)[nH]c3c2)C1=O (stereo not drawn)	-5	-47	-85	1
19	COc1ccccc1Cc1nc(-c2nnn(-c3ccccc3)c2C)no1	-2	5	20	0

item	OTUD3 inh	USP10 inh	USP8 inh	USP30 inh
10	5	6	5	8
6	4	5	-1	2
41	21	1	24	31*
9	-3	-1	8	-34
52	-65	-7	4	-386
19	0	0	11	0

Screening data from PubChem BioAssay.
